Bioassay records as filed in PubChem BioAssay.
K1F lysis inhibition = protection from phage-mediated lysis, alamar blue read-out – E. coli UTI89, K1F phage, bacterial capsule biogenesis inhibitors (AID 488966). E. coli UTI89 K1F phage lysis, alamar blue, 2 h; higher % means a stronger effect. one-dose inhibition, % at 100 µM; IC50 in µM for titrated hits. 0.02% of 340,000 active;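 active means phage lysis inhibition, versus mean bacterial control, above a set limit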;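 further: capsule biogenesis inhibitors block K1F phage lysis so surviving cells raise fluorescence; higher fluorescence means more inhibition of phage lysis; actives were called in the ten point dose series up to 300 µM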
* hit, by the source's call; [ ] = another dose, or the depositor's remark. The list is partial, so the mix of outcomes need not match the whole.

No.	canonical_smiles	K1F lysis inhibition
1	CC(O)(c1ccc(Cl)cc1)C(c1ccccc1)c1ccccn1 (stereo not given)	-2.3%
2	Cc1nc(Cc2ccccc2)sc1CC#N	0.7%
3	Cc1cc(=O)[nH]c2ccc(Cc3ccccc3)cc12	0.7%
4	Cc1ccccc1NC(=O)Cc1nc(COC(=O)CC(C)c2ccccc2)cs1 (stereo not given)	-0.1%[50 µM]
5	O=C(OCc1ccccc1)N1CCC2CC1c1cc(-c3ccccc3)ccc12 (stereo not given)	0.1%
6	Nc1cc2cccnc2cc1Cl	0.0%
7	O=C1NC(=O)C(=Cc2ccc(Cl)c(Cl)c2)S1	-0.6%
8	Cc1cc(Cl)ccc1OCC(=O)N(Cc1ccco1)c1c(N)n(Cc2ccccc2)c(=O)[nH]c1=O	-0.2%[50 µM]

No.	canonical_smiles	K1F lysis inhibition
9	CCCN=C1N(C)C[C@@H]2[C@@H]3C(=O)N(C)C(=O)[C@@H]3[C@](Cc3ccccc3)(C(=O)OC)N12	0.2%
10	Cc1cc(N)ncc1[N+](=O)[O-]	-3.3%
11	CC(=O)C1CCC2C3CCC4=CC(=O)C=CC4(C)C3C(=O)CC12C (stereo not given)	-0.4%
12	CC1CN(c2ccccn2)C(C)CN1C(=S)Nc1ccccc1 (stereo not given)	-1.0%
13	CNc1ccc(N=Nc2cccc3ncccc23)cc1	1.1%
14	CCOC(=O)Nc1cc2c(cc1[N+](=O)[O-])-c1ccccc1C2=O	1.0%
15	Cc1cc(=O)n2cn[nH]c2n1	-2.5%
16	ONC(=NCc1ccccc1)c1ccccc1	-1.5%

No.	canonical_smiles	K1F lysis inhibition
17	Oc1ccc2ccccc2c1CNc1ccccc1	-1.2%
18	Cc1ccccc1NC(=O)COC(=O)c1n[nH]c(=O)c2ccccc12	1.4%[50 µM]
19	CC1Cc2c([nH]c(=O)n(-c3ccccc3)c2=O)O1 (stereo not given)	-1.1%
20	CC(OC(=O)CC1Sc2ccccc2NC1=O)C(=O)N(C)Cc1ccccc1 (stereo not given)	0.2%[50 µM]
21	COC(=O)[C@@]1(Cc2ccccc2)[C@H]2C(=O)N(C)C(=O)[C@H]2[C@H]2CN(C)C(=NCc3ccccc3)N21	0.3%
22	CCOC(=O)C1CCCN(C(=O)c2ccc3c(c2)OCCO3)C1 (stereo not given)	1.6%[50 µM]
23	COc1cccc(C=CC(=O)C=CC=Cc2ccccc2)c1	0.8%
24	Cc1[nH]c2ccccc2c1C1=CC(=O)C=CC1=O	-6.0%

No.	canonical_smiles	K1F lysis inhibition
25	COc1cccc(C=NNc2nc3ccccc3s2)c1OC	1.1%
26	CC(NC(=O)Cc1ccc(S(=O)(=O)N2CCOCC2)s1)c1ccc(Br)cc1 (stereo not given)	0.2%[50 µM]
27	COC(=O)c1ccc(-c2csc(NC(=O)c3c(C)noc3C)n2)cc1	1.2%[50 µM]
28	CN(C)Cc1c[nH]c2nc[nH]c(=O)c12	0.1%
29	COc1c(N)c2c(c([N+](=O)[O-])c1OC)C(=O)OC2	0.7%
30	CCN(CC)C(=O)[C@H]1C[C@H](CC(=O)NCCc2ccccn2)C(=O)N2CCc3c([nH]c4cc(CCC(=O)N(C)C)ccc34)[C@]12C	0.1%
31	C=CCSc1nnc(CCc2ccccc2)n1N	-0.3%[50 µM]
32	CC12CCC(=O)C=C1CCC1C2C(O)CC2(C)C(c3csc(N)n3)CCC12 (stereo not given)	-1.1%

No.	canonical_smiles	K1F lysis inhibition
33	CC(C)C(NC(=O)c1ccc(Cl)cc1Cl)C(=O)NCCc1ccccn1 (stereo not given)	1.9%[50 µM]
34	COc1ccc(C2CC(c3ccccc3F)=NN2c2ccc(S(N)(=O)=O)cc2)cc1 (stereo not given)	0.0%
35	O=C(Nc1ccccc1)OCCCCOC(=O)Nc1ccccc1	1.8%
36	N#CC1C(=O)c2ccccc2C1c1ccccc1 (stereo not given)	-3.7%
37	N#CC(CCc1ccccc1[N+](=O)[O-])(CCc1ccccc1[N+](=O)[O-])C(N)=O	-2.4%
38	Nc1cc(SCc2ccc([N+](=O)[O-])cc2)ncn1	-4.2%
39	Cc1nn(C2CCS(=O)(=O)C2)c2nc(C3CC3)cc(C(=O)Nc3cccc(C#N)c3)c12 (stereo not given)	0.6%[50 µM]
40	N#Cc1ccc(C(=O)N2CCC3CC2c2cc(-c4ccccc4)ccc23)cc1 (stereo not given)	0.2%

No.	canonical_smiles	K1F lysis inhibition
41	N#Cc1ccccc1NC(=O)COC(=O)c1c[nH]c2ccccc12	2.5%[50 µM]
42	Cc1ccc(S(=O)(=O)NCc2ccccc2)cc1C(=O)N(C)CC(=O)Nc1ccccc1Br	1.1%[50 µM]
43	CSCc1c(C(=O)OCC(=O)c2ccc[nH]2)oc2ccccc12	0.1%[50 µM]
44	O=C(OCc1ccccc1)N(CCCCN(CCCNCc1ccccc1)C(=O)OCc1ccccc1)CCCNCc1ccccc1	-0.6%
45	CN(C(=O)c1cccc(NC(=O)Cc2ccc(NC(=O)C3CCCN(C(=O)CCc4ccccc4)C3)cc2)c1)C1CCCC1 (stereo not given)	0.2%
46	COc1ccc(OC)c(C(=O)COC(=O)c2[nH]c(C)c(C(C)=O)c2C)c1	1.2%[50 µM]
47	COc1ccc(C(CNC(=O)c2cccc(S(=O)(=O)N3CCCc4ccccc43)c2)N(C)C)cc1 (stereo not given)	0.5%[50 µM]
48	CC(=NNC(=S)N1CC2CCC(CC2)C1)c1cnccn1	2.9%

No.	canonical_smiles	K1F lysis inhibition
49	O=C(NNc1nc(N2CCCC2)nc(N2CCCC2)n1)c1ccccc1	0.5%
50	NC(=O)c1ccsc1NC(=O)COC(=O)[C@@H]1CCCN1C(=O)c1cccs1	-2.8%
51	CN(C(=O)c1cccc(NC(=O)Cc2cccc(NC(=O)C3CCCN(C(=O)C4CCCC4)C3)c2)c1)C1CC1 (stereo not given)	0.1%
52	Cc1cccc(C)c1OCc1cn(CC(=O)c2ccc(O)cc2)nn1	0.2%
53	O=C(Nc1ccccc1N1CCCC1)c1cc(=O)[nH]c2ccccc12	0.6%[50 µM]
54	CCOC(=O)C1C(=O)C=C(c2ccccc2)CC1c1ccccc1 (stereo not given)	-1.3%
55	CCCN(CC(=O)Nc1ccc(F)c(F)c1F)C(=O)c1cc(S(=O)(=O)N(C)C)ccc1N1CCCC1	0.1%[50 µM]
56	O=C(CN1CCN(C(=O)C2CCN(C(=O)/C=C/c3ccccc3)CC2)CC1)Nc1ccccc1Cl	-0.5%[50 µM]

(57) CN(Cc1ccccc1)C(=O)c1ccc(NC(=O)Cc2ccc(NC(=O)C3CCCN(C(=O)CCc4ccccc4)C3)cc2)cc1 (stereo not given)
  K1F lysis inhibition = 0.3%

(58) COc1cc2ccccc2cc1C(=O)N1CCc2ccccc21
  K1F lysis inhibition = 1.0%[50 µM]

(59) C(=NOCc1ccccc1)c1ccncc1
  K1F lysis inhibition = 0.0%

(60) C/C(=N/NC(=O)COc1ccc(C(C)(C)C)cc1)c1ccc(N2CCOCC2)cc1
  K1F lysis inhibition = 2.4%

(61) OC[C@H]1O[C@@H](n2cnc3c(NCc4ccco4)ncnc32)[C@H](O)[C@@H]1O
  K1F lysis inhibition = 1.6%

(62) CN1OC[C@@H]2CN(C(=O)C(C)(C)C)[C@H](c3cccc(N4CCOCC4)c3)C[C@@H]21
  K1F lysis inhibition = -0.1%

(63) O=C(C=Cc1ccccc1O)c1ccccc1O
  K1F lysis inhibition = -4.2%

(64) CCOC(=O)C1=C(C)c2ccccc2OC1(C)C(=O)OCC (stereo not given)
  K1F lysis inhibition = 0.2%

(65) O=C(NCCO)c1c(-c2ccc3c(c2)OCO3)noc1-c1ccsc1
  K1F lysis inhibition = 1.2%

(66) O=c1cc(Cl)nc2ccccn12
  K1F lysis inhibition = 1.6%

(67) CC(=O)OCC1OC(n2c(S)c(C#N)c(-c3ccccc3)c(C#N)c2=O)C(OC(C)=O)C(OC(C)=O)C1OC(C)=O (stereo not given)
  K1F lysis inhibition = 3.9%

(68) N#CCCN1CCN(CCC#N)C1=S
  K1F lysis inhibition = -1.5%

(69) Cc1cc(-c2cc(C)c(N)cc2C)c(C)cc1N
  K1F lysis inhibition = 8.1%

(70) O=[N+]([O-])c1ccc(NN=CCCc2ccccc2)nc1
  K1F lysis inhibition = -0.9%

(71) CC(=O)N1CCC(C(=O)Nc2ccc(S(=O)(=O)N3CCCC(C)C3)cc2)CC1 (stereo not given)
  K1F lysis inhibition = 1.7%[50 µM]

(72) CCOC(=O)c1[nH]c2c(OCC)nc(OCC)nc2c1Br
  K1F lysis inhibition = 1.4%

(73) COc1ccc(S(=O)(=O)N2CCN(C(=O)C3CC(=O)N(c4ccccc4F)C3)CC2)cc1OC (stereo not given)
  K1F lysis inhibition = 0.9%[50 µM]

(74) COc1ccc(CNC(=O)CSC(=S)N2CCCC2)cc1
  K1F lysis inhibition = 1.2%[50 µM]

(75) Cc1nc(N)nc(N)c1Oc1ccc(Cl)cc1
  K1F lysis inhibition = -2.5%

(76) O=C1c2ccccc2-c2n[nH]c3cccc1c23
  K1F lysis inhibition = -0.7%

(77) COc1cc(OC)c(NC(=O)c2cc3ccccc3cc2O)cc1Cl
  K1F lysis inhibition = 0.2%
